Screens (PubChem)
CHRM5 agonist = human M5 muscarinic receptor agonists, primary screen, CHO-K1 cells, Fluo-8 calcium fluorescence. AID 624037, 2012. Muscarinic acetylcholine receptor M5 (Homo sapiens), P08912. 360,000 tested, 0.19% active. activation, % at 3 µM. CHO-K1 hM5 cells; 0% DMSO wells, 100% maximal acetylcholine response;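 active = activation above the run's mean over test compounds plus 3 SD, cut at about 23% in these data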;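 note: signal is peak over basal fluorescence ratio across the kinetic read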
CHRM1 PAM = human M1 muscarinic receptor positive allosteric modulators, primary screen, CHO-K1 cells, Fluo-8 calcium fluorescence, 1536-well | Muscarinic acetylcholine receptor M1 (Homo sapiens), P11229 | CHO-K1 hM1, ACh EC20; 0% = ACh EC20, 100% = maximal ACh | activation, % at 3 µM | 360,000 tested, 0.088% active | AID 588819, 2011; in the data active = activation above about 19%, passing the limit was not always enough
Target sequence (P11229 whole entry, looked up): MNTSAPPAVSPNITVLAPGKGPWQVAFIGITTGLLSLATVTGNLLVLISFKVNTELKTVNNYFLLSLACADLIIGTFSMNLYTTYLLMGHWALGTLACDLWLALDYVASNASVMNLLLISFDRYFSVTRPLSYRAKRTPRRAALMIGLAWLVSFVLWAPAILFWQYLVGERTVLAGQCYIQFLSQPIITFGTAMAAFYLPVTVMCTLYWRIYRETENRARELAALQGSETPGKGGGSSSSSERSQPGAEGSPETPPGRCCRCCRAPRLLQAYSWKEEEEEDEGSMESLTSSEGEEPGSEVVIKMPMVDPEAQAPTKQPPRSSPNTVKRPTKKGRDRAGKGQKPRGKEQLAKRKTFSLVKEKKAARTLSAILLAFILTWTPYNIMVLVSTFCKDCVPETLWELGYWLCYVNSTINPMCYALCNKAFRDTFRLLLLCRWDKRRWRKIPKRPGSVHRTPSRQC
M4 PAM = human M4 muscarinic receptor positive allosteric modulators, primary screen, CHO-K1 cells, Fluo-8 calcium fluorescence; CHO-K1 hM4/Gqi5, ACh EC20; 0% = ACh EC20, 100% = maximal ACh; activation, % at 3 µM; 360,000 tested, 0.4% active;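 active = activation above its plate's cutoff, the mean activation of sample wells plus 3 SD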; note: some results filed as inactive read as strong as hits
Target sequence (P08173 whole entry, looked up): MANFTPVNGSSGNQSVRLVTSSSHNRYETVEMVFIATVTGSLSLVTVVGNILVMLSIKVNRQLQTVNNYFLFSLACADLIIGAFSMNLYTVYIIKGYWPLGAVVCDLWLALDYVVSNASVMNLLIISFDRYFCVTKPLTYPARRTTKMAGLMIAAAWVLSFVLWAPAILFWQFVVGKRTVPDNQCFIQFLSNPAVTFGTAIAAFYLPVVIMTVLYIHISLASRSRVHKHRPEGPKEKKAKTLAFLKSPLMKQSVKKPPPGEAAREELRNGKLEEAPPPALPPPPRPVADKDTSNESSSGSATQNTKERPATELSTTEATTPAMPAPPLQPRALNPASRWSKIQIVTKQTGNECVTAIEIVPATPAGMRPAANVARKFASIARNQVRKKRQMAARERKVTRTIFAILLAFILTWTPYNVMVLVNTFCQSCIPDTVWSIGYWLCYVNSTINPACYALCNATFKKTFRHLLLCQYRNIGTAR
CRFR2-BP antag = antagonists of CRF-BP/CRF-R2 complex, primary screen, cell-based, HEK293, calcium dye fluorescence, uHTS; AID 588475, 2011; 350,000 tested, 0.59% active; inhibition, % at 11.8 µM; CRF-induced calcium fluorescence;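 active = inhibition of the ligand-induced calcium signal above about 50% at the single tested concentration, limit read from the data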
CRFR2-BP ag = agonists of CRF-BP/CRF-R2 complex, primary screen, cell-based, HEK293, calcium dye fluorescence, uHTS. calcium dye fluorescence (FLIPR); percent of saturating CRF peptide response. 350,000 tested, 0.46% active. CRF-binding protein / CRF receptor 2 complex (human). activation, % at 13.2 µM. AID 588473, 2011;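 active = activation of at least 50%, plus an integration ratio under a set limit after plate pattern correction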;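 note: plate controls were neutral control wells without compound for no effect and CRF at EC100 for full effect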
CHRM5 PAM = human M5 muscarinic receptor positive allosteric modulators, primary screen, CHO-K1 cells, Fluo-8 calcium fluorescence | 360,000 tested, 0.3% active | activation, % at 3 µM | CHO-K1 hM5, ACh EC20 PAM; 0% = ACh EC20, 100% = ACh EC100;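 active = activation above the run cutoff, the mean activation of all test compounds plus 3 SD, cut at about 18% in these data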
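Test system: CHO-K1 hM5 cells / Doses: single-point, 3 µM nominal / Times: Post-acetylcholine fluorescence recording 140 s / Technique: Fluo-8 calcium fluorescence / Measure: Max/basal fluorescence ratio as % of EC20–EC100 ACh window / Benchmarks: low control EC20 acetylcholine (0%), high control EC100 acetylcholine (100%) / Replicates: one well per compound, no replicates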
CHRM4 agonist = human M4 muscarinic receptor agonists, primary screen, CHO-K1 cells, Fluo-8 calcium fluorescence | Muscarinic acetylcholine receptor M4 (Homo sapiens), P08173 | CHO-K1 hM4/Gqi5; vehicle 0%, full acetylcholine response 100% | activation, % at 3 µM | 360,000 tested, 0.14% active;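 active = activation above the run mean over all test wells plus 3 SD, cut at about 32% in these data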;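 note: peak over basal fluorescence ratio per well then scaled between controls; 0% = DMSO wells and 100% = acetylcholine at EC100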
CHRM4 antagonist = human M4 muscarinic receptor antagonists, primary screen, CHO cells, Fluo-8 calcium fluorescence; Muscarinic acetylcholine receptor M4 (Homo sapiens), P08173; CHO-hM4 cells, ACh EC80; inhibition, % at 3 µM; 360,000 tested, 0.73% active;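 active = inhibition above its plate's cutoff, the mean inhibition of sample wells plus 3 SD, cut at about 27% in these data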;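 note: 0% = acetylcholine EC80 with DMSO and 100% = DMSO without agonist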
M5 antag = human M5 muscarinic receptor antagonists, primary screen, CHO cells, Fluo-8 calcium fluorescence; AID 624040, 2012; inhibition, % at 3 µM; 360,000 tested, 0.59% active; CHO-hM5 cells, ACh EC80; Muscarinic acetylcholine receptor M5 (Homo sapiens), P08912;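 active = inhibition above a per-plate cutoff, the mean of that plate's test compounds plus 3 SD, cut at about 27% in these data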;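 note: 0% = acetylcholine EC80 with DMSO and 100% = DMSO without agonist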
* = called active by the depositor.

SMILES	CHRM5 agonist	CHRM1 PAM	M4 PAM	CRFR2-BP antag	CRFR2-BP ag	CHRM5 PAM	CHRM4 agonist	CHRM4 antagonist	M5 antag
CCN(CC)CCOc1ccccc1C(C)=O	-10	-34	-10	1	5.2	-16	1	13	16
CCOC(=O)N1CCC(NC(=O)c2oc3c(F)cccc3c2C)CC1	-1	5	-2	2	-2.6	-2	1	-7	0
COc1cccc(CCc2nc3ccccc3c(=O)n2N)c1	5	-5	-15	-4	-3.0	-14	10	-3	11
O=C(C[n+]1ccc(/C=N/O)cc1)N1CCCCC1	3	8	-17	13	3.1	-2	9	8	9
CN(/C(=N/S(=O)(=O)c1cccs1)c1ccccc1)c1ccccc1	-6	12	8	4	-2.3	1	0	-20	-3
O=[N+]([O-])c1ccc(NNC(=S)Nc2ccccc2)cc1	4	0	-2	12	17	-4	9	-2	-5
CCOC(=O)C1CCCN(C(=O)c2ccc(CS(=O)(=O)Cc3ccccc3C)o2)C1 (stereo not drawn)	6	10	4	-19	0.3	-7	7	1	3
O=C(O)c1ccc(NC(=O)c2ccccc2NC(=O)c2cccc(F)c2)cc1	-1	13	6	4	-3.1	2	1	-5	-4
C#CCOCCOCCOCCNc1nc(N2CCN(C(=O)[C@H]([C@@H](C)CC)n3cc(CCCCN)nn3)CC2)nc(N2CCN(C(=O)[C@H](C)n3cc(CCCN=C(N)N)nn3)CC2)n1	2	4	1	5	0.5	0	0	-16	-8
Cn1c(COc2ccccc2)nnc1SCC(=O)Nc1ccc(S(N)(=O)=O)cc1	2	8	1	22	-0.4	-5	1	-1	4
CC1S/C(=N\N=C\c2cccc([N+](=O)[O-])c2)N(C(C)(C)C)C1=O (stereo not drawn)	-1	1	-8	-6	-0.4	-3	0	0	5
Cc1ccc(S(=O)(=O)N(C)CC(=O)N2CCN(c3ccccn3)CC2)cc1	2	5	-10	-1	-1.6	-4	1	4	5
Cc1csc(SCC(=O)Nc2ccc(F)cc2Cl)n1	-5	14	13	-5	-1.0	8	-1	-2	0
C=CCn1c(C(C)NC(=O)CC)nc2ccccc21 (stereo not drawn)	1	8	0	-7	0.4	6	0	-4	-1
CCCCc1cn(C[C@H]2CC[C@@H]([C@@H]3CC[C@H](Cn4cc(CCCC)nn4)O3)O2)nn1	5	7	9	-2	-3.1	5	1	-1	0
O=c1n(CC2CO2)c(=O)n(CC2CO2)c(=O)n1CC1CO1 (stereo not drawn)	1	1	3	11	4.0	8	0	-6	-2
CC(=O)N1c2c(cc(Br)cc2S(=O)(=O)N2CCCCC2)CC1C (stereo not drawn)	-7	4	2	1	1.4	-3	4	-22	9
CCN(CC)C(=O)C[n+]1cccc(C(N)=O)c1	-3	1	13	-4	-2.2	2	1	-7	10
O=C(Cc1ccc(F)cc1)NCCS(=O)(=O)N1CCN(c2ccccc2)CC1	-2	9	12	9	6.5	-5	6	-23	5
CCOC(=O)C1(Cc2cccc(F)c2)CCN(C(=O)Cn2cnnn2)CC1	-1	6	0	3	-1.0	2	1	-7	-4
Cc1ccc(CSc2nccc(-c3c(C)nc4ccccn34)n2)cc1	7	5	-3	-8	-0.3	11	0	4	-7
O=C1[C@H]2[C@@H](c3ccc(F)cc3)N3C(=O)N(c4ccc(Br)cc4)C(=O)[C@@]3(Cc3ccc(Cl)cc3)[C@H]2C(=O)N1C1CCCCC1	2	0	-1	-8	2.0	-11	2	1	11
C[C@H](NC(=O)c1ccccc1Cl)C(=O)NCCc1ccc(S(N)(=O)=O)cc1	-2	9	-2	9	-0.6	-1	0	-2	11
COc1cc(/C=N/n2c(-c3ccccc3)n[nH]c2=S)cc(OC)c1O	6	6	1	-3	-0.5	12	1	-5	-9
O=C(Nc1nccs1)c1cccc(S(=O)(=O)N2CCCCC2)c1	2	2	-5	5	-0.1	-5	2	4	-4

A different layout for some results above:
structure | CHRM5 agonist | CHRM1 PAM | M4 PAM | CRFR2-BP antag | CRFR2-BP ag | CHRM5 PAM | CHRM4 agonist | CHRM4 antagonist | M5 antag
CN(/C(=N/S(=O)(=O)c1cccs1)c1ccccc1)c1ccccc1 | -6 | 12 | 8 | 4 | -2.3 | 1 | 0 | -20 | -3
CCOC(=O)C1CCCN(C(=O)c2ccc(CS(=O)(=O)Cc3ccccc3C)o2)C1 (stereo not drawn) | 6 | 10 | 4 | -19 | 0.3 | -7 | 7 | 1 | 3

Only CHRM5 PAM, for two of the compounds above:
structure,CHRM5 PAM
O=C(O)c1ccc(NC(=O)c2ccccc2NC(=O)c2cccc(F)c2)cc1,2
C=CCn1c(C(C)NC(=O)CC)nc2ccccc21 (stereo not drawn),6

Reformatted with values under each structure: 5 of the compounds above.
The line under a structure holds: CHRM5 agonist	CHRM1 PAM	M4 PAM	CRFR2-BP antag	CRFR2-BP ag	CHRM5 PAM	CHRM4 agonist	CHRM4 antagonist	M5 antag
- O=C(O)c1ccc(NC(=O)c2ccccc2NC(=O)c2cccc(F)c2)cc1
 : -1	13	6	4	-3.1	2	1	-5	-4
- C#CCOCCOCCOCCNc1nc(N2CCN(C(=O)[C@H]([C@@H](C)CC)n3cc(CCCCN)nn3)CC2)nc(N2CCN(C(=O)[C@H](C)n3cc(CCCN=C(N)N)nn3)CC2)n1
 : 2	4	1	5	0.5	0	0	-16	-8
- Cn1c(COc2ccccc2)nnc1SCC(=O)Nc1ccc(S(N)(=O)=O)cc1
 : 2	8	1	22	-0.4	-5	1	-1	4
- CC1S/C(=N\N=C\c2cccc([N+](=O)[O-])c2)N(C(C)(C)C)C1=O (stereo not drawn)
 : -1	1	-8	-6	-0.4	-3	0	0	5
- Cc1ccc(S(=O)(=O)N(C)CC(=O)N2CCN(c3ccccn3)CC2)cc1
 : 2	5	-10	-1	-1.6	-4	1	4	5

Continued:
SMILES	CHRM5 agonist	CHRM1 PAM	M4 PAM	CRFR2-BP antag	CRFR2-BP ag	CHRM5 PAM	CHRM4 agonist	CHRM4 antagonist	M5 antag
CC(=O)Nc1ccc(NC(=O)CSc2nnc(-c3ccccc3)n2Cc2ccc3c(c2)OCO3)cc1	-2	9	12	2	0.0	-14	2	-9	3
COCCNC(=O)Cn1cc(C(=S)N2CCCCC2)c2ccccc21	2	11	-5	-4	-2.1	7	1	9	-1
CCOc1ccc(S(=O)(=O)NCCC(=O)NCCc2ccc(OCC)c(OCC)c2)cc1	2	10	6	19	-0.5	1	3	-7	10
Cc1cccc(CC(=O)N2CCN=C2SCc2ccc([N+](=O)[O-])cc2)c1	-7	1	2	23	-0.1	-10	0	-2	-1
Cc1cc(C)nc(NC(=O)/C=C/c2ccc(Cl)cc2)n1	3	0	1	-5	0.5	10	0	9	-1
CCN1C(=NCCc2c[nH]c3ccccc23)N[C@@H](c2ccccc2)[C@H](C(=O)OC)[C@H]1C	-6	8	7	3	0.0	1	0	-2	17
CCOc1ccccc1NC(=O)CCCN1C(=S)NC(C)(C)CC1C (stereo not drawn)	-4	13	6	6	-0.5	2	0	-7	-5
Cc1ccc(-c2nc3ccccc3s2)cc1NC(=S)NC(=O)c1ccccc1	-1	7	4	-7	0.0	-5	1	-1	4
Cc1ccc2sc(N(CCN(C)C)C(=O)/C=C/c3cccs3)nc2c1C	-2	9	6	-16	2.7	7	5	0	-8
CCOC(=O)c1sc(NC(=O)c2ccc(S(=O)(=O)N(C)C)cc2)cc1C	1	10	3	-21	0.8	0	5	2	-2
Cc1ccc(OCCOC(=O)Nc2ccccc2)cc1	-3	-2	16	17	-1.9	0	-1	1	-2
COC(=O)c1c(NC(=O)CN2CCN(c3ccccc3OC)CC2)c2cc(C)ccc2n1C	5	10	5	0	0.2	3	1	-5	-2
CCOc1ccc(CCNC(=O)CCC(=O)N2CCOc3ccc(C)cc32)cc1OCC	1	2	3	20	-1.9	-1	3	4	-2
CC(=O)Nc1ccc(S(=O)(=O)NC(C)C(=O)NCC(c2ccco2)N2CCCCC2)cc1 (stereo not drawn)	1	8	10	3	-1.9	4	2	-4	-1
CC/C(=C\C(=O)c1cccnc1)Nc1ccc(C)c(C)c1	-1	7	-5	-4	-1.7	-3	0	1	6
O=C(NCc1ccccc1F)C1CCCN1S(=O)(=O)c1ccc(F)cc1 (stereo not drawn)	-5	15	-5	24	-2.3	2	0	3	8
Cc1ccccc1/C=C1\Sc2ccc(C(=O)N3CCN(c4ccccn4)CC3)cc2N(C)C1=O	1	0	-5	-2	-0.3	-1	8	1	2
Cc1cc(C)n(-c2nc3ccccc3nc2N2CCN(S(=O)(=O)c3cccc(C#N)c3)CC2)n1	-4	8	-4	0	-0.5	-8	0	-5	22
CC1=N/C(=C/c2cc(Br)cc(Br)c2O)C(=O)O1	4	11	2	4	1.5	6	1	-2	-1
Cc1ccc(NC(=O)CN2C(=O)S/C(=C\c3cccn3-c3cccc(C(=O)O)c3)C2=O)cc1C	-1	-5	2	25	-0.2	-1	1	13	5
CCOC(=O)c1c(-c2ccc(OC)cc2)csc1NC(=O)CSc1ccccc1	-3	-9	-7	13	-0.9	-5	-1	3	-1
CN(C(=O)Cn1nnc2ccccc2c1=O)C1CCCCC1	-2	15	1	1	0.3	8	1	-9	-2
CCCCn1c(N)c(N(CC(C)C)C(=O)C2CC(=O)N(Cc3ccccc3)C2)c(=O)[nH]c1=O (stereo not drawn)	-4	0	10	11	-0.4	0	0	-27	-10
O=c1[nH]nc(Cc2ccccn2)c2ccccc12	-1	7	3	1	0.7	-5	1	-1	-2
Cc1nn(Cc2noc(C(=O)NCc3ccc4c(c3)OCO4)n2)c(C)c1Br	-4	5	-2	10	-0.9	-5	3	1	5
O=C(c1ccccn1)N(Cc1ccco1)C1(C(=O)NC2CCCCC2)CCCCC1	0	4	3	20	-1.2	-3	1	-1	2
CCc1cccc(NC(=O)CCC(=O)N2CCSc3ccccc32)c1	3	-13	-3	-7	-0.2	-13	18	-16	10
COc1ccc(C2c3ccc(O)cc3Oc3ncn(CCCO)c(=N)c32)cc1 (stereo not drawn)	2	6	0	3	0.7	9	4	0	1
Nc1ccc(OCc2ccccc2)cc1[N+](=O)[O-]	-3	7	5	0	-3.2	9	1	-3	7
S=C(NCCc1ccccc1)NC1CC2CCC(C1)N2Cc1ccccc1 (stereo not drawn)	-5	-14	-9	-9	-1.2	-13	14	-1	11

Two entries from above, with each value named:
Cc1cc(C)nc(NC(=O)/C=C/c2ccc(Cl)cc2)n1
  CHRM5 agonist: 3
  CHRM1 PAM: 0
  M4 PAM: 1
  CRFR2-BP antag: -5
  CRFR2-BP ag: 0.5
  CHRM5 PAM: 10
  CHRM4 agonist: 0
  CHRM4 antagonist: 9
  M5 antag: -1

CCN1C(=NCCc2c[nH]c3ccccc23)N[C@@H](c2ccccc2)[C@H](C(=O)OC)[C@H]1C
  CHRM5 agonist: -6
  CHRM1 PAM: 8
  M4 PAM: 7
  CRFR2-BP antag: 3
  CRFR2-BP ag: 0.0
  CHRM5 PAM: 1
  CHRM4 agonist: 0
  CHRM4 antagonist: -2
  M5 antag: 17
